p53 reactivation: re-activators of mutant p53 | H1299 p53-A138V BP100-luciferase reporter, luminescence, 24 h | Potency, µM (highest dose often 92.2 µM), for inactives: at the highest dose activity change, positive = activation, most hits filed as activators | 320,000 compounds, 0.063% hits | AID 504706; further: potency means the concentration at half of the fitted maximal effect; % of control where 0% means no effect; nearly all actives have a fitted effect of over 45% in size
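H1299 (p53-null), stable ts p53-A138V + BP100-Luc; 1000 cells/well, Opti-MEM/10% FBS; cpd 4 pt, 1:5; 24 h, 37 deg C, 5% CO2; detection reagent 10 min RT; luminescence.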
CXXC DNA block: inhibitors of human MLL CXXC domain-DNA interaction. Q03164. MLL-CXXC / FITC-HOXA9 DNA fluorescence polarization. Potency, µM (doses to about 115 µM), without a hit: at the top dose activity change, negative = inhibition, usual class: inhibitors. 290,000 compounds, 0.037% hits. AID 2662; active means well fitted inhibition curve with a large enough effect in the polarisation, with a control signal flat, not every such curve was filed as active; inconclusive means small, poorly fitted or top-dose-only effect, or effect the other way, or a change in a side signal; inactive means no such curve, though single readings can be large or run the other way; the % refers to the polarisation; further: potency means the concentration at half of the fitted maximal effect
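Purified MLL-CXXC (added from a 7 uM solution) was preincubated 5 min at ambient with pinned compounds in 50 mM Tris-HCl pH 7.5, 50 mM NaCl, 1 mM DTT, 0.05% BSA. Fluorescein-labeled HOX-A9 DNA (50 nM solution) followed, 30 min, then polarization read.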
a7 integrin act: integrin-mediated muscular dystrophy alleviation activation; alpha7betagal myoblasts, beta-gal FDG fluorescence, 48 h; Potency, µM (highest dose often 38.3 µM), for inactives: top-dose activation, most hits filed as activators; 350,000 compounds, 0.064% hits;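 further: potency means the concentration at half of the fitted maximal effect; 100% = response of the positive control SU9516; nearly all actives have a fitted effect of over 60% in size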
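Alpha7betagal+/- myoblasts (passage 13) were plated 16-24 hr, then exposed to compounds (1:260 dilution of DMSO stock) for 48 hours at 37C. After MPER lysis, β-galactosidase reporter activity was read as FDG fluorescence (ex 480/em 540) after 30 minutes.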
TRPV1 agonist: activates the human vanilloid receptor TRPV1. 320,000 compounds, 0.19% hits. activation, % at 8.33 µM. TRPV1-expressing cells, Fluo-8 calcium influx, agonist mode. AID 540275; in the data active means activation above about 80%; inconclusive means between about 30% and that limit; further: 0% is about no effect
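TRPV1-expressing cells were cultured overnight at 35.5C and loaded with Fluo-8 calcium dye for 40 to 90 min at room temperature. After a 10 s baseline, compound was added and calcium influx was read kinetically for 3 min (ex 480/em 520 nm).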
ELG1 repair inh: ELG1-dependent DNA repair inhibition; HEK293T ELG1-luciferase reporter, luminescence, 16 h; DNA damage induced by 5-fluorouridine; Potency, µM (highest dose often 46.1 µM), for inactives: top-dose activity change, negative = inhibition, most hits filed as inhibitors; 330,000 compounds, 2.3% hits; AID 504467; further: potency means the concentration at half of the fitted maximal effect; on the % scale 0 is the no-effect control and ±100 the full control effect; nearly all actives have a fitted effect of over 55% in size
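In this reporter screen, reduction of luminescence relative to DMSO vehicle indicated activity. Compounds and 5-fluorouridine were added together to 2,000 cells per well, incubated for 16 hr at 37 °C, then developed with ONE-Glo.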
AT treatment: potential ataxia-telangiectasia treatments restoring KAP-1 phosphorylation; 320,000 compounds, 0.19% hits; […] A-T fibroblasts, KAP-1 phosphorylation AlphaLISA; neocarzinostatin DNA damage 30 min before lysis; Potency, µM (top dose mostly 57.5 µM), without a hit: at the highest dose activation, hits mostly activators; AID 485349; further: potency means the concentration at half of the fitted maximal effect; % of control where 0% means no effect; nearly all actives have a fitted effect of over 45% in size
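ATM-like activity read as KAP-1 phosphorylation via AlphaLISA donor/acceptor antibody pairs after lysis and 6 hr at 25C. Cells were ATM-null patient fibroblasts ([…], hTERT), dosed 60 min, then exposed to the DSB inducer NCS for 30 min.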
TCR act: activators of T cell receptors | primary human leukocytes, anti-CD3, IL-2 HTRF, 48 h | Potency, µM (highest dose often 9.22 µM), without a hit: at the highest dose activation of IL-2 secretion, hits mostly activators | 330,000 tested, under 10 active; further: % of control where 0% means no effect
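Primary human leukocytes incubated 48 hr with anti-CD3 beads plus compound, without co-stimulation. Secreted IL-2 measured by HTRF (europium cryptate/d2 anti-IL-2 pair, 320 nm excitation, 665 nm emission).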
PTAP TSG101 blk: blocks PTAP/TSG101 interaction to inhibit HIV-1 budding; Q99816; Potency, µM (highest dose often 115 µM), for the others: at the highest dose activity change, negative = inhibition, hits mostly inhibitors; 340,000 tested, under 10 active; Fluorescence polarization, FITC-PTAP peptide / Tsg101 binding; AID 493005; active means well fitted inhibition curve with a large enough effect in the main read-out, with a control signal flat, not every such curve was filed as active; inconclusive means small, poorly fitted or top-dose-only effect, or effect the other way, or a change in a side signal; inactive means no such curve, though single readings can be large or run the other way; further: potency means the concentration at half of the fitted maximal effect; % of control where 0% means no effect
Target sequence (Q99816 whole entry, looked up): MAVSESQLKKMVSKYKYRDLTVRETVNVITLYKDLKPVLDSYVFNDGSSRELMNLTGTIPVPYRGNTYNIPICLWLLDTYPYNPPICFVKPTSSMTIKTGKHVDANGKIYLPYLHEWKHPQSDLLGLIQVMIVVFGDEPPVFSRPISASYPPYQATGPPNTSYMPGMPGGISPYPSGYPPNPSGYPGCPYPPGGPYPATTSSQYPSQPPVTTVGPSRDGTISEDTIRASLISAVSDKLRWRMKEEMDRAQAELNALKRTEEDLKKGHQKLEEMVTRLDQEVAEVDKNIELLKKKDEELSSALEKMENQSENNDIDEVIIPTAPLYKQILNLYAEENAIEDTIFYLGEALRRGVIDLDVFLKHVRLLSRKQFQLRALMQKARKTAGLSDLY
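Compounds were pin-transferred onto Tsg101 binding domain (10 uM final) in HEPES pH 7.5 buffer, then FITC-PTAP peptide was added at 50 nM final. After 20 min at RT, polarization reported peptide displacement across a qHTS concentration series.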
BRCA1 expr up: BRCA1 expression activation | MCF7-BRCA1-FFLuc reporter, luminescence, 48 h; response scale: scaled: vehicle 0%, 10 µM genistein 100% | Potency, µM (doses to about 46.1 µM), for the others: at the highest dose activation, most hits filed as activators | 380,000 compounds, 1.1% hits; further: potency means the concentration at half of the fitted maximal effect; nearly all actives have a fitted effect of over 80% in size; some results filed as inactive show a strong effect at the top dose
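Using MCF7 cells harboring a BRCA1 firefly luciferase reporter, plated 2 h before compound pinning, the screen measured luminescence after 48 h incubation. Responses were normalized to DMSO and 10 microM genistein, then fitted for concentration-effect.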
B2AR arrestin: beta2AR (human) beta-arrestin recruitment activity | P07550 | beta-arrestin recruitment to beta2AR, cell-based reporter | Potency, µM (doses to about 46.1 µM), for inactives: at the highest dose activation, most hits filed as activators | 330,000 compounds, 0.02% hits;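 further: potency means the concentration at half of the fitted maximal effect; 0% = DMSO controls and full agonism = EC100 isoproterenol or metaproterenol; nearly all actives have a fitted effect of over 65% in size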
Target sequence (P07550 whole entry, looked up): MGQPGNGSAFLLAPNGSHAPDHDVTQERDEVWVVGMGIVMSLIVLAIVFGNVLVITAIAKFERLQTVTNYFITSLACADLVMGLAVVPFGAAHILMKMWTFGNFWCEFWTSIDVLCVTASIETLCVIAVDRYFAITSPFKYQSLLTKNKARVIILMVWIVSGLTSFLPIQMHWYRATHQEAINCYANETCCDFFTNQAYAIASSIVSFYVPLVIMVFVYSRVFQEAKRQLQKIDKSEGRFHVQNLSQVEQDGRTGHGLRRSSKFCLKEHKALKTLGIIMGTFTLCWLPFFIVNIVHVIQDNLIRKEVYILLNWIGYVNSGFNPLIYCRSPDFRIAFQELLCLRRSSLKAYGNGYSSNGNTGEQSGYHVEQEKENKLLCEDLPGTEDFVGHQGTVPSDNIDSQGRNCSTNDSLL
Numbers without * were called inactive; ? = inconclusive; . = not tested or not shown; [ ] = another dose, or the depositor's remark. Unless noted, the call rests on the fitted dose curve; in most records, active means well fitted curve in the direction sought with a large enough effect; inconclusive means small, poorly fitted or top-dose-only effect, or another doubt; inactive means no such curve, though single readings can be large; an effect the other way counts as inactive or inconclusive.

SMILES	p53 reactivation	CXXC DNA block	a7 integrin act	TRPV1 agonist	ELG1 repair inh	AT treatment	TCR act	PTAP TSG101 blk	BRCA1 expr up	B2AR arrestin
Cc1cccc(N2C(=O)N(c3ccccc3C)C3CS(=O)(=O)CC32)c1 (configuration not stated)	.	-5%	24%	7	.	.	-3%	5%	-8%	.
Cc1ccc(CNC(=O)C2CCCN(C(=O)Nc3ccc(F)cc3)C2)cc1 (configuration not stated)	-3%	3%	-33%	?	-17%	9%	4%	-1%	-10%	-0.3%
N/C(=N\OC(=O)C1CCCCC1)c1ccccn1	?	-1%	20%	0	?	2%	-1%	-7%	11µM*	-0.1%
Cc1ccc(-c2[nH]ncc2/C=N/n2c(C)nc3ccccc3c2=O)cc1	0%	1%	9%	4	9.2µM*	4%	-4%	1%	7%	-0.4%
CC(C)(C)c1nc(CN2CCOCC2)cc(CN2CCOCC2)c1O	1%	-5%	-26%	3	?	-5%	-1%	-6%	-1%	-1.4%
O=S(=O)(O/N=C1\CCCc2ccccc21)c1ccccc1	-3%	-4%	-5%	-1	7%	-1%	-1%	-6%	-22%	-0.2%
Cc1nn(CCCC(=O)Nc2ccc(Br)cc2F)c(C)c1[N+](=O)[O-]	-1%	0%	12%	7	?	-4%	3%	-1%	0%	-0.1%
O=c1c(Cl)c(N2CCN(c3ccccc3)CC2)cnn1C12CC3CC(CC(C3)C1)C2	-4%	-8%	2%	2	-2%	-1%	-2%[46.1 µM]	-3%	-67%	-0.8%
CCOC(=O)Nc1nnc(/C=C/c2ccc(OC)cc2)s1	7%	-1%	27%	-2	?	-2%	2%[46.1 µM]	1%	51%	-0.2%
O=C(O)C1C2C=CC(C2)C1C(=O)NCc1ccccc1 (configuration not stated)	6%	.	11%	-6	19%	7%	3%	-5%	-6%	0.2%
COc1ccc2c(C=O)c[nH]c2c1	-6%	17%	-12%	-1	-5%	-4%	-4%	-2%	-33%	0.7%
O=C(Nc1ccccc1)c1ccc(CN2CCC(Cc3ccccc3)CC2)cc1	.	.	-12%	.	.	.	-1%	0%	0%	.
CCc1nn2c(NCCCO)cc(C)nc2c1-c1ccc(F)cc1	5%	-6%	0%	?	-1%	2%	-1%	-5%	17%	3.3%
COc1cc(C2CC(=O)c3c(ccc4ccccc34)N2)ccc1O (configuration not stated)	-12%	11%	21%	4	14%	7%	2%[46.1 µM]	-2%	-14%	-0.2%
COc1ccc(CC(=O)NNc2ncnc3c2cnn3C)cc1OC	-4%	13%	2%	-3	13%	0%	-3%[46.1 µM]	-1%	-9%	-2.4%
COCc1ccc(C(=O)N2CCCC(Nc3ccc4c(c3)OCCO4)C2)o1 (configuration not stated)	7%	0%	-3%	?	14%	5%	-1%	-6%	2%	0.5%
Cc1ccc(S(=O)(=O)NCc2csc(C)n2)c(C)c1	-7%	-1%	-10%	-2	-14%	3%	-2%	-1%	1%	0.1%
O=C(NC(=S)Nc1cccc2c(O)cccc12)c1ccco1	-2%	1%	-6%	-8	20%	6%	6%	-5%	11%	0.6%
N#Cc1ccccc1CCN1C(=O)c2ccccc2C1=O	16%	3%	6%	10	?	11%	2%	-2%	23%	0.5%
C/C(=N\NC(=O)CC1(C)OCCO1)c1cccs1	-4%	-3%	11%	-2	0%	11%	0%[46.1 µM]	-7%	14%	-0.2%
COC(=O)c1[nH]c2c(c1C)C(=O)CCC2	-2%	3%	-36%	.	23%	14%	2%	0%	4%	-0.4%
CCCn1nnc(NC(=O)Cc2ccc(Cl)cc2)n1	0%	-1%	29%	-1	?	-3%	-9%[46.1 µM]	0%	15%	-1.4%
Cc1cc(=O)n2[nH]c(-c3ccc(F)cc3)cc2n1	?	1%	26%	-1	?	-4%	8%	-3%	?	-0.4%
C=CCN1C=C2C(=O)C(C)(OC(=O)C3CCCC3)C(=O)C=C2C=C1c1ccsc1 (configuration not stated)	-3%	2%	28%	3	-4%	-26%	4%	-4%	-3%	-0.9%
Cc1c(Cl)cccc1NC(=O)CNC(=O)Cc1n[nH]c(=O)c2ccccc12	-12%	.	16%	.	3%	4%	5%[46.1 µM]	1%	-23%	-0.5%
Cc1cc2oc(=O)cc(CN3CCN(Cc4ccccc4)CC3)c2cc1C	3%	83%[activator]	0%	0	0%	4%	-2%	-9%	15%	0.3%
COc1ccccc1C1CC(=O)Nc2c1c(=O)n(C)c(=O)n2C (configuration not stated)	1%	2%	-11%	.	?	18%	-6%	-6%	8%	0.1%
O=C(O)c1ccc(Cl)c(S(=O)(=O)Nc2cccc(C(=O)Nc3cccc(C(F)(F)F)c3)c2)c1	7%	-3%	30%	13	2%	-1%	-5%	-4%	2%	-1.1%
CCCC12CN(C(=O)c3ccc([N+](=O)[O-])cc3)CC(C)(CN(C(=O)c3ccc([N+](=O)[O-])cc3)C1)C2=O	5%	-6%	-6%	1	-6%	8%	-3%	-9%	-38%	0.0%
Cc1cccc(C)c1OCC(O)Cn1nnc2ccccc21 (configuration not stated)	3%	-10%	1%	30	-14%	-1%	7%	-2%	37%	0.3%
O=C(NCC(c1ccco1)N1CCCC1)c1cc2cc(Cl)ccc2o1 (configuration not stated)	0%	.	11%	3	?	-7%	-2%	-1%	-20%	-3.6%
CN(C(=O)c1cccc(NC(=O)Cc2ccc(NC(=O)C3CCN(C(=O)C4CCCC4)CC3)cc2)c1)C1CCC1	.	.	11%	.	.	.	-1%	-13%	10%	.
COc1ccc(C2NC(=O)NC(O)(C(F)(F)F)C2C(=O)c2ccc(C)cc2)cc1 (configuration not stated)	-2%	-4%	-2%	2	4%	10%	.	-4%	-5%	-1.2%
Cc1ccc(C)c(NC(=O)/C(C#N)=C/c2ccc(Sc3nncn3C)c([N+](=O)[O-])c2)c1	0%	-3%	.	-3	?	-5%	-5%[46.1 µM]	.	.	-0.2%
CCc1ccc(Cn2ncc3c(C(=O)O)cc(C)nc32)cc1	.	.	4%	.	.	.	0%	-5%	0%	.
COc1ccc(NC2CCCCC2NS(=O)(=O)c2ccc(C)cc2)cc1 (configuration not stated)	3%	-7%	-9%	12	2%	10%	-2%	-5%	-31%	-0.3%
Cc1ccccc1NC(=O)CSC1=NCCN1	?	2%	-19%	0	0%	3%	-7%[46.1 µM]	-2%	-19%	-0.6%
C/C(=N\NC(=O)c1nnn(-c2nonc2N)c1-c1ccccc1)c1ccccc1O	14%	22%	-12%	2	1.8µM*	-4%	-13%	-3%	-67%	-0.8%
CN(C)c1ccc(C2(c3ccc(N(C)C)cc3)OC(=O)c3cc(N)ccc32)cc1	?	?	-10%	0	-3%	-23%	-3%	-7%	-64%	0.6%
CCOc1ccccc1N1CCN(C(=O)COc2ccc3c(C)cc(=O)oc3c2)CC1	-4%	0%	0%	1	?	-5%	7%	-7%	-6%	0.0%
COc1cc(OC)cc(-c2c(C#Cc3ccsc3)c3cc(-c4cnc(OC)nc4)ccc3n2C)c1	-5%	.	12%	2	?	5%	-6%	-1%	-13%	0.5%
O=C(CCN1C(=O)c2ccccc2C1=O)NC(=S)Nc1cccc(Cl)c1	-3%	-3%	7%	0	-1%	3%	1%	0%	-2%	0.3%
Cc1onc(-c2c(Cl)cccc2Cl)c1C(=O)NC(C)(C)CO	-7%	8%	12%	-2	0%	-11%	0%	-7%	-6%	-0.1%
Cc1[nH]c(=O)c(C(=O)/C=C/c2ccccc2F)c2c1CCCC2	-12%	-5%	-52%[inhibitor][7.66 µM]	0	15µM*	11%	-14%	-2%	-105%[inhibitor]	-0.4%
CN(Cc1ccc(O)cc1)C1CCCCC1	3%	-10%	2%[7.66 µM]	2	3%	15%	-1%	-3%	0%	-0.6%
O=C(Cc1ccccc1)NCCc1ccc(Cl)cc1Cl	1%	1%	0%	?	4%	4%	2%[46.1 µM]	0%	0%	-0.7%
Cc1ccc(C(=O)Nc2nccs2)s1	?	2%	-15%	-2	?	4%	-3%	-4%	11µM*	0.2%
COc1ccc(OC)c(-n2c(-c3ccccc3)n[nH]c2=S)c1	-1%	9%	-8%	-2	-1%	-1%	2%	-3%	1%	0.0%
O=C(Nc1ncc([N+](=O)[O-])s1)c1cccc([N+](=O)[O-])c1	.	-6%	-4%	-1	?	40%	3%	-5%	29%	0.1%
CN(C)c1ccc(NC(=S)N(CCc2ccccc2)C2CC(=O)N(c3c(Cl)cccc3Cl)C2=O)cc1 (configuration not stated)	-1%	-2%	?	4	3%	-5%	-2%	0%	-18%	3.2%
C=C(C)CN1CCN(S(=O)(=O)c2ccc(C)c(N(C)S(=O)(=O)c3ccc(C)cc3)c2C)CC1	0%	-1%	-2%	3	?	4%	2%	-5%	-50%	-0.5%
CCOc1ccc(NC(=O)C(c2ccccn2)N(C(=O)CCl)c2ccc(OC)cc2)cc1 (configuration not stated)	?	11%	-17%	-3	?	-4%	-7%[46.1 µM]	0%	10%	-0.1%

Bioassay records: PubChem, National Center for Advancing Translational Sciences (NCATS)
